LEDGF integ inh = blocks HIV-1 LEDGF/p75-dependent DNA integration. 370,000 compounds, 0.64% hits. inhibition, % at 3.7 µM. TR-FRET IN-LEDGF/p75 DNA integration, Eu/Cy5;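 active = inhibition above the screen-wide mean plus 3 SD, cut at about 13% in these data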;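 note: signal is the Cy5 over europium emission ratio at 671 and 618 nm; 0% = plate median of compound wells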
rCAG RNA binder = binds r(CAG) RNA repeats; r(CAG) RNA repeat, TO-PRO-1 dye displacement fluorescence; inhibition, % at 3 µM; 370,000 compounds, 1.3% hits; AID 651821;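 active = inhibition above the plate cutoff, the mean of all test compounds on that plate plus 3 SD, cut at about 35% in these data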;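 note: 0% = DMSO alone and 100% = 100 µM mitoxantrone as full dye displacement; higher means more dye released from RNA so lower well fluorescence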
SIAE primary = inhibitors of human sialic acid acetylesterase SIAE. SIAE FP-Rh probe binding, fluorescence polarization. 370,000 compounds, 0.69% hits. AID 1053197. Q9HAT2. inhibition, % at 9.66 µM;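 active = inhibition above a cutoff: mean of compounds within the control limits plus 3 SD of those, cut at about 17% in these data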;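 note: 0% = plate median of compound wells and 100% = probe without SIAE protein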
Target sequence (Q9HAT2 whole entry, looked up): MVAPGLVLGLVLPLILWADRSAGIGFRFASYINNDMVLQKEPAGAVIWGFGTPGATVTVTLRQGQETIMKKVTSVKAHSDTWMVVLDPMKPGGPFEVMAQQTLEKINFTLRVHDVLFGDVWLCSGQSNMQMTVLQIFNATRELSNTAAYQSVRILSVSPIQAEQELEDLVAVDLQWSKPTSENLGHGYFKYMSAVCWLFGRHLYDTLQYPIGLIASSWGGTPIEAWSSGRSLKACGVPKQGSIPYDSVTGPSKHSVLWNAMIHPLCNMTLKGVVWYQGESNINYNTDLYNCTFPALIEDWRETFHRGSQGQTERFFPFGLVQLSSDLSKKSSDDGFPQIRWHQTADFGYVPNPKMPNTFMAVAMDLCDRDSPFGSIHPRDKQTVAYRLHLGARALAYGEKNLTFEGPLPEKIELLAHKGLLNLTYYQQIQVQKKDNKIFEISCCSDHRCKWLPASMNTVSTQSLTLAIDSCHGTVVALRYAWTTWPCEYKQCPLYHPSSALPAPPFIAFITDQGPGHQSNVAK
mABHD4 FP = inhibitors of mouse ABHD4 | Q8VD66 | purified mABHD4, FP-Rh probe fluorescence polarization | inhibition, % at 8.92 µM | 370,000 compounds, 0.54% hits;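 active = inhibition exceeding the mean over every tested compound plus 3 SD, cut at about 30% in these data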;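 note: 0% = plate median of compound wells and 100% = S159A mutant with DMSO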
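Material: mouse ABHD4 enzyme, wild type; Benchmarks: S159A mutant high control, sample median low control; Buffer or medium: HEPES pH 7.0, NaCl, Pluronic buffer; Signal: fluorescence polarization; Read-out: percent inhibition of probe binding, normalized to plate controls; Timing: pre-incubation 45 min, probe exposure 60 min, at 25 °C; Dosing: 8.92 µM, single dose.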
PG9 Ab binder = binds the HIV-1 gp120 antibody PG9. inhibition, % at 6.7 µM. AID 624416. 360,000 compounds, 0.43% hits. TR-FRET gp120-PG9 antibody binding; in the data active = inhibition above about 8.5%
HTRA1 inhibitor = inhibitors of human serine peptidase HTRA1; recombinant HTRA1, FP-rhodamine activity-based probe, fluorescence polarization; inhibition, % at 5.96 µM; 340,000 compounds, 0.5% hits; AID 504803; in the data active = inhibition above about 36%;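 note: 0% = enzyme with DMSO and 100% = wells lacking enzyme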
Target sequence (Q92743 whole entry, looked up): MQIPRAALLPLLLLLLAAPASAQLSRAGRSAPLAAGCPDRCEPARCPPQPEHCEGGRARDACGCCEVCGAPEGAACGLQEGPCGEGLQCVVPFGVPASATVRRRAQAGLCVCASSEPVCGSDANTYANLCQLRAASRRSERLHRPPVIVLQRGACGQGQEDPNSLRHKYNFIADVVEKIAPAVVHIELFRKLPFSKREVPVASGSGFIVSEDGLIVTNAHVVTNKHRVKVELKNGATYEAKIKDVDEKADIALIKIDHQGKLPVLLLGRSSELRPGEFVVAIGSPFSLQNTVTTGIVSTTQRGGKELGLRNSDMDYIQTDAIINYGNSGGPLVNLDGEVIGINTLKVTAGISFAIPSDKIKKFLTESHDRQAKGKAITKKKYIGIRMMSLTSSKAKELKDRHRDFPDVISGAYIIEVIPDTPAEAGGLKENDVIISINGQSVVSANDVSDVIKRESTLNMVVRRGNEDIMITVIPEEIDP
TCR CD3 inh = human TCR-CD3 binding inhibition. TAMRA-labeled TCR probe fluorescence, biochemical. inhibition, % at 9.4 µM. 360,000 compounds, 0.37% hits; in the data active = inhibition above about 19%;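 note: recombinant mutant TCR 2C K166C tagged with TAMRA read by polarization; 0% = receptor in buffer alone and 100% = receptor with positive control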
PRMT1 FP inh = blocks human protein arginine methyltransferase 1; inhibition, % at 2.79 µM; 370,000 compounds, 1.3% hits; Q99873; recombinant PRMT1, activity-based probe fluorescence polarization;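 active = inhibition above about 21% made by adding two undisclosed values, limit read from the data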
Rev-erbA mod = modulates human Rev-erb alpha binding to DNA; activity, % at 10 µM; P20393; 370,000 compounds, 0.79% hits; Rev-erbα–FITC-DNA binding, fluorescence polarization, 90 min;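 active = activity above about 14%, limit read from the data; passing the limit was not always enough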;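 note: 0% = DMSO wells with 35 nM protein and 100% = DMSO wells with 750 nM protein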
TDP2 inh = TDP2 (human) inhibition, absorbance primary screen. recombinant TDP2, T5PNP hydrolysis, p-nitrophenol absorbance 415 nm. AID 720702. inhibition, % at 12.8 µM. 370,000 compounds, 0.34% hits;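 active = inhibition above the mean of all tested compounds plus 3 SD, set per campaign, cut at about 25% in these data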;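 note: 0% = DMSO with enzyme and 100% = buffer with substrate but no TDP2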
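Incubation: 2 h at 37 °C; Test system: recombinant human TDP2; Quantity: enzyme 120 nM; Read-out basis: percent inhibition; Medium: 50 mM Tris-HCl pH 7.5 with Mg2+, KCl, DTT, BSA; Repeats: single replicate; Compound: 12.8 µM single point, 1% DMSO; Signal: epi absorbance; Reagent: 5 mM T5PNP chromogenic substrate; Benchmarks: no-enzyme high, DMSO-plus-enzyme low.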
* marks the source's active call; other numbers are inactive results; · = not tested or not shown. These rows are one share of the data. The share of hits here may be higher or lower than overall.

SMILES	LEDGF integ inh	rCAG RNA binder	SIAE primary	mABHD4 FP	PG9 Ab binder	HTRA1 inhibitor	TCR CD3 inh	PRMT1 FP inh	Rev-erbA mod	TDP2 inh
Cn1cccc1/C=N/n1c(-c2ccc(Cl)cc2Cl)n[nH]c1=S	-2	16	2	-6	-1.2	3	0	12	0	1
CCC(=O)NC(c1cc(Cl)c2cccnc2c1O)C1CC1 (configuration not stated)	-6	0	8	1	-2.7	39*	6	-1	2	1
Nc1ccc2c(c1)C(=O)c1ccccc1-2	-4	2	3	14	-13	5	9	1	-2	9
COc1ccc(N(CC(=O)Nc2ccc(C)cn2)S(=O)(=O)c2c(C)nn(C)c2C)cc1	-1	1	-2	3	0.1	1	0	-3	-2	-1
COc1ccc(/C=C/C(=O)OC(C)CN2CCOCC2)cc1 (configuration not stated)	3	-4	2	-2	0.0	2	3	1	3	-17
Cn1sccc1=O	0	1	-11	0	-7.5	1	2	12	-7	5
O=C(CN1CCCCC1)N/N=C/c1cccc(C(F)(F)F)c1	-1	-6	0	-12	-0.1	1	-6	3	-3	-5
C=CCn1c(=O)c(C(C)=O)cn(N(C)c2ncc(C(F)(F)F)cc2Cl)c1=O	-3	4	0	0	0.1	6	0	0	6	1
Cc1[nH]c2ccc(C(=O)NCCCN3CCCCCC3)cc2c1C	1	1	-2	8	-1.7	12	-1	2	-4	3
Cc1ccc(NC(=O)NCc2nc3ccccc3n2C)cc1	0	1	0	5	-1.5	4	10	0	-1	14
CCc1nnc(NC(=O)c2ccc(-c3ccc(Cl)cc3)o2)s1	1	-2	8	9	1.5	-2	5	-1	-2	17
O=C(Nc1ccccc1N1CCOCC1)C1CCCCN1S(=O)(=O)c1ccccc1 (configuration not stated)	1	-7	3	-5	0.4	-5	4	0	-1	8
OCc1ccccc1-c1nc(NCc2ccccc2)nc2ccsc12	0	6	10	3	-1.7	·	-6	5	-4	1
CSC(=NS(=O)(=O)c1ccccc1)NNC(=O)c1c(-c2c(Cl)cccc2Cl)noc1C	2	35*	1	4	-0.5	·	3	1	-3	-5
Cc1cnc(NC(=O)CCCNC(=O)c2ccc(Cl)cc2)s1	1	2	-2	2	-0.9	-1	2	0	-3	6
Cc1ccc(S(=O)(=O)CC(=O)Nc2ccc(S(=O)(=O)Nc3onc(C)c3C)cc2)cc1	-4	14	-4	-15	-2.2	-2	1	5	2	-4
CCC(C)(C)NC(=O)C(c1cccc(OC)c1OC)N(C(=O)CCC(=O)Nc1cc(C)on1)c1ccc2c(c1)OCCO2 (configuration not stated)	-3	-1	-2	8	-1.5	-7	2	-1	-1	4
COc1ccc(N(Cc2cc3cc(OC)ccc3[nH]c2=O)C(=O)c2cccnc2)cc1	2	-5	9	8	-0.4	4	1	-2	-5	2
Cc1ccc(S(=O)(=O)Nc2ccc3c(c2)C(=O)N([C@@H](C)CO)C[C@@H](C)[C@@H](CN(C)S(=O)(=O)c2ccccc2)OCCCC[C@H](C)O3)cc1	-1	11	-7	0	0.7	-44	6	-2	3	6
O=C(CSc1nnc(NC(=O)c2ccccc2[N+](=O)[O-])s1)NCc1ccco1	0	6	8	1	-1.5	2	1	0	2	3
Cc1ccc(C(=O)N2Cc3ccccc3CC2C(=O)O)cc1 (configuration not stated)	0	0	-19	-2	-1.4	-2	7	-3	-2	11
C[C@H](NC(=O)c1ccco1)C(=O)Nc1ccc(C#N)cc1	-6	3	-9	4	-2.4	-15	1	-5	3	-6
CC1=Nc2cc(C(=O)N3CCCCC3)ccc2Sc2ccc(C)cc21	-5	-7	-4	13	-0.3	-27	-7	6	4	-12
COc1ccc(-c2[nH]ncc2/C=N\NC(=O)c2ccc(Br)o2)cc1OC	-1	1	-4	0	2.0	-4	1	0	-2	4
N#CC(C#N)=C1NC2(CCCC2)Cc2ccccc21	-3	-4	3	-4	-1.8	-13	-1	-4	7	-5

Of the compounds above, 2 have a CF3 group.
SMILES	LEDGF integ inh	rCAG RNA binder	SIAE primary	mABHD4 FP	PG9 Ab binder	HTRA1 inhibitor	TCR CD3 inh	PRMT1 FP inh	Rev-erbA mod	TDP2 inh
O=C(CN1CCCCC1)N/N=C/c1cccc(C(F)(F)F)c1	-1	-6	0	-12	-0.1	1	-6	3	-3	-5
C=CCn1c(=O)c(C(C)=O)cn(N(C)c2ncc(C(F)(F)F)cc2Cl)c1=O	-3	4	0	0	0.1	6	0	0	6	1

Back to the main list; the 5 compounds before the break are reprinted first.
SMILES	LEDGF integ inh	rCAG RNA binder	SIAE primary	mABHD4 FP	PG9 Ab binder	HTRA1 inhibitor	TCR CD3 inh	PRMT1 FP inh	Rev-erbA mod	TDP2 inh
Cc1ccc(C(=O)N2Cc3ccccc3CC2C(=O)O)cc1 (configuration not stated)	0	0	-19	-2	-1.4	-2	7	-3	-2	11
C[C@H](NC(=O)c1ccco1)C(=O)Nc1ccc(C#N)cc1	-6	3	-9	4	-2.4	-15	1	-5	3	-6
CC1=Nc2cc(C(=O)N3CCCCC3)ccc2Sc2ccc(C)cc21	-5	-7	-4	13	-0.3	-27	-7	6	4	-12
COc1ccc(-c2[nH]ncc2/C=N\NC(=O)c2ccc(Br)o2)cc1OC	-1	1	-4	0	2.0	-4	1	0	-2	4
N#CC(C#N)=C1NC2(CCCC2)Cc2ccccc21	-3	-4	3	-4	-1.8	-13	-1	-4	7	-5
C=CCn1c(C)cc(C(=O)CSc2nnc(Cc3ccccc3)o2)c1C	-2	-8	1	-4	-1.4	-10	8	-2	-1	11
Cc1[nH]c(=O)c(C#N)c2c1CSC(C)(C)C2	-2	-3	-6	1	0.3	4	4	-1	4	8
CCOC(=O)N1CCN(C2=Nc3cccc4cccc2c34)CC1	-4	-15	3	3	-2.4	4	4	3	-3	6
Cc1csc(SCC(=O)Nc2nnc(C)s2)n1	-5	-1	-1	3	1.4	-1	2	-2	-4	-12
O=C(C1=C[C@@H](c2coc3ccccc3c2=O)C[C@@H](OCc2ccc(CO)cc2)O1)N1CCN(Cc2ccc3c(c2)OCO3)CC1	3	4	2	-2	-1.3	-24	-4	1	0	-2
O=C(c1cccnc1Nc1ccccc1F)N1CCOCC1	-2	0	1	-3	-1.3	7	5	-2	5	8
CC(=O)Nc1ccc(NC(=O)CC2(CC(=O)N3CCOCC3)CCCC2)cc1	-5	-7	2	-5	0.1	2	0	4	1	-7
COc1ccccc1NC(=O)Cn1cc(C(=O)C(=O)N2CCOCC2)c2ccccc21	-1	-2	-2	0	-0.6	0	-2	5	0	3
COC(=O)c1cc(-c2ccccc2)on1	-1	4	1	-10	0.2	-2	-5	2	-2	-9
COC(=O)c1ccc[n+](CCc2c[nH]c3ccccc23)c1	0	-1	4	1	-2.0	2	-10	4	-2	-3
CN(C)S(=O)(=O)c1cccc(C(=O)N/N=C\c2ccnc3ccccc23)c1	5	2	-22	-13	·	·	·	-5	1	-9
CC(=O)C(Cc1ccccc1)NC(=O)COC(=O)CCN1C(=O)C2CC=CCC2C1=O (configuration not stated)	1	-7	-6	-2	-0.6	2	-1	2	-2	-1
COc1cc(C2CC(=O)c3cnc(NC(C)=O)nc3C2)cc(OC)c1OC (configuration not stated)	2	-2	5	-1	-0.1	3	-2	2	1	6
NC(=O)NC(=O)COC(=O)c1ccccc1OCc1ccc(F)cc1	0	-2	-2	2	-2.0	5	7	2	-3	1
COCCn1c(COc2ccc(C)cc2)nc2ccccc21	-1	-6	0	-3	-0.2	-5	6	-2	2	-14
CCOc1ccc(/C=N/NC(=O)C2CCCC2)c(OCC)c1	0	-1	2	3	-2.0	2	5	0	4	-8
CC(C(=O)OCc1nnc(-c2ccccc2)o1)N1C(=O)c2ccccc2C1=O (configuration not stated)	-3	2	7	-5	-1.6	-6	1	-2	3	-6
CCN(CC)C(=O)NC1CC2CCCC(C1)N2Cc1ccccc1 (configuration not stated)	1	-2	3	3	0.1	-3	1	-3	·	9
COC(=O)c1ccc(NC(=O)CN2CCN(S(=O)(=O)c3ccc(Br)cc3)CC2)cc1	-6	1	4	-3	-0.8	-11	-1	4	-4	-4
c1ccc(Cn2nnc3c(NCC4CCCO4)nc(C4CC4)nc32)cc1 (configuration not stated)	5	-8	-1	-3	0.3	-6	15	-5	-2	4
COC(=O)[C@]12CCCCC=C1N(Cc1ccccc1)C(=O)[C@H](CC(=O)NCCC(C)C)C2	-4	3	-4	6	2.3	·	-4	2	-4	1
CCCCOc1ccc(C(=O)NC)cc1	-1	2	0	2	0.8	5	1	-2	-1	-1
Cc1ccc(C)c(CSc2nnc([C@@H](N)C(C)C)o2)c1	-1	-2	0	-1	-1.2	5	10	-1	-7	-2
Cc1nn(-c2cc(C(F)(F)F)ccc2Cl)c2nc(C(Cl)(Cl)Cl)[nH]c(=O)c12	-2	23	-5	-93	0.3	-15	-2	-1	-3	9
O=C(OCC(=O)N1CCCC1=O)c1cc(S(=O)(=O)N2CCOCC2)ccc1Cl	-5	-3	2	9	-1.2	-3	-7	3	2	6
Cc1nn(-c2ccccc2)cc1/C=N/NS(=O)(=O)c1ccccc1	-2	6	-2	3	-3.0	0	4	2	-2	-3
Cc1cc(=O)n2[nH]c(-c3ccc(C(C)(C)C)cc3)cc2n1	2	4	2	-13	1.4	-6	-4	1	-2	6
S=C(NC1CCCCC1)NN(c1ccccc1)c1ccccc1	-5	1	2	-3	-0.5	-17	-6	1	-2	-6

Source: PubChem BioAssay (several laboratories)
